AmpC inh no detg: inhibitors of E. coli AmpC beta-lactamase without detergent | Potency, µM (highest dose often 57.1 µM), for inactives: top-dose activity change, negative = inhibition, most hits filed as inhibitors | 330,000 compounds, 0.52% hits | P00811 | AmpC nitrocefin hydrolysis, absorbance 480 nm, 0.0001% Triton;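 further: potency means the concentration at half of the fitted maximal effect; plate controls were no compound for no effect and no enzyme for full effect; nearly all actives have a fitted effect of over 20% in size; some results filed as inactive show a strong effect at the top dose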
Target sequence (P00811 whole entry, looked up): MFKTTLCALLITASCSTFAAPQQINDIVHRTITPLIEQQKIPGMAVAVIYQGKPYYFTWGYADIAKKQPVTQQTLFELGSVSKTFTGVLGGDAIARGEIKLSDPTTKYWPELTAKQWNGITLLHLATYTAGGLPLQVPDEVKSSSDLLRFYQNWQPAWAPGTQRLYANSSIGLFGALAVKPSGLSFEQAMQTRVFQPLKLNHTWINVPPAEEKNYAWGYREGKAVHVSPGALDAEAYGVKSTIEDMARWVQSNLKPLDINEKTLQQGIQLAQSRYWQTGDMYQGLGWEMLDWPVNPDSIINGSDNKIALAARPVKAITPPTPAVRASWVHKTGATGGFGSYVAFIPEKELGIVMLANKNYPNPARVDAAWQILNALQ
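20 mM phosphate pH 7.0 + 0.01% (detergent screen) or 0.0001% Triton X-100; 5.3 nM AmpC reagent; cpd preinc 15 min RT; nitrocefin (800 uM stock) to start; A480 q20 s × 4 min; Activity was normalised to no-enzyme and no-compound control wells.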
AmpC detergent: inhibitors of E. coli AmpC beta-lactamase with detergent; P00811; Potency, µM (doses to about 114 µM), for the others: at the highest dose activity change, negative = inhibition, hits mostly inhibitors; 370,000 compounds, 0.041% hits; AID 485294; AmpC hydrolysis of nitrocefin, absorbance 480 nm, 0.01% Triton;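 further: potency means the concentration at half of the fitted maximal effect; 0% = no-compound wells and -100% = no-enzyme wells; nearly all actives have a fitted effect of over 25% in size; some results filed as inactive show a strong effect at the top dose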
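20 mM phosphate pH 7.0 + 0.01% (detergent screen) or 0.0001% Triton X-100; 5.3 nM AmpC reagent; cpd preinc 15 min RT; nitrocefin (800 uM stock) to start; A480 q20 s × 4 min; Activity was normalised to no-enzyme and no-compound control wells.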
Sm TGR inh: S. mansoni TGR enzyme inhibition | 360,000 compounds, 3% hits | purified TGR, DTNB reduction, TNB absorbance 405 nm | Potency, µM (titrated, usually from 114 µM), for the others: at the highest dose activity change, negative = inhibition, usual class: inhibitors; further: potency means the concentration at half of the fitted maximal effect; nearly all actives have a fitted effect of over 60% in size
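First, TGR (20 nM dispensed) and NADPH were mixed with compound. Second, a 15 min room-temperature incubation followed. Third, further NADPH and then DTNB were added to start the reaction. Finally, TNB absorbance was monitored kinetically.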
HCV inh: HCV inhibition. Huh7.5.1 HCVcc-Cre infection, luciferase reporter, 44 h. Potency, µM (top dose mostly 41.8 µM), for the others: at the top dose activity change, negative = inhibition, hits mostly inhibitors. 340,000 compounds, 3.4% hits; further: potency means the concentration at half of the fitted maximal effect
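1,000 cells/well; 4 h culture; + compound; + HCVcc-Cre (~0.5 moi); 44 h; luciferase substrate, RT 15 min; read 15 sec.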
HCMV antiviral: human cytomegalovirus inhibition; HFF cells, HCMV-luciferase reporter, 72 h; hits give low values; activity change, negative = inhibition, % at 57.5 µM; 410,000 compounds, 4.5% hits; in the data active means activity change below about -60%; inconclusive means no clear call, values can overlap the other calls; inactive means above about -39%
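Inhibition of viral replication was scored as loss of reporter luminescence in HFFs infected with HCMV-luciferase (MOI 1 PFU/cell) for 72 h; compounds tested at 2 doses, normalized to buffer and Salinomycin controls.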
Giardia FBPA inh: blocks Giardia fructose-bisphosphate aldolase activity; A8B2U2; Potency, µM (series often up to 59.6 µM), for the others: at the highest dose activity, negative = inhibition, usual class: inhibitors; purified Giardia FBPA; 290,000 compounds, 0.71% hits; further: potency means the concentration at half of the fitted maximal effect; nearly all actives have a fitted effect of over 55% in size
Target sequence (A8B2U2 whole entry, looked up): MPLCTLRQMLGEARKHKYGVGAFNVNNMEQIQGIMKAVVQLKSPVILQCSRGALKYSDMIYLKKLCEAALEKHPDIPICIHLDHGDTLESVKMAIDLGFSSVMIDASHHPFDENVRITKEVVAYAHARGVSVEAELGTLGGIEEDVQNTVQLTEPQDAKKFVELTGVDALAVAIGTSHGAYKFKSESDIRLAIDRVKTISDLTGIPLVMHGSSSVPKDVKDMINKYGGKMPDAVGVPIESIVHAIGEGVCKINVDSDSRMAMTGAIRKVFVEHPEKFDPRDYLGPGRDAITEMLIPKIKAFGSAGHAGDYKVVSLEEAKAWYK
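Giardia FBPA (40 nM reagent) was preincubated 10 min at RT with compound (up to 57.5 uM final), then substrate plus GAPDH/TPI/NAD/arsenate coupling system with diaphorase/resazurin was added; resorufin fluorescence (525/598 nm) was read after 20 min.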
* marks the source's active call; other numbers are inactive results; ? = inconclusive; . = not tested or not shown; & = joins results of further samples; [ ] = dose if it differs, or a comment. Unless noted, the call rests on the fitted dose curve; in most records, active means well fitted curve in the direction sought with a large enough effect; inconclusive means small, poorly fitted or top-dose-only effect, or another doubt; inactive means no such curve, though single readings can be large; an effect the other way counts as inactive or inconclusive. Unless noted, on the % scale 0 is the no-effect control and ±100 the full control effect. Not a hit list, and some 9.9% of all compounds hit somewhere here.

Short keys – A = AmpC inh no detg; B = AmpC detergent; C = Sm TGR inh; D = HCV inh; E = HCMV antiviral; F = Giardia FBPA inh
N#CCCSc1nc(N2CCOCC2)c2c(c1C#N)CCCC2
  A: -13%	B: -9%	C: 10%	D: ?	E: -34	F: -2%
CCOc1ccc(OCC)c(NS(=O)(=O)c2cc(Br)cc3c2N(C(C)=O)C(C)C3)c1 (configuration not stated)
  A: .	B: ?	C: 2%	D: .	E: -13	F: .
O=C(O)CCc1ccc(-c2ccc(Br)cc2)n1Cc1ccco1
  A: -30%	B: -10%	C: 50µM*	D: 18%	E: 1	F: 23%
COC(=O)c1c(C)[nH]c(C(=O)C(C)[N+]23CCN(CC2)CC3)c1C (configuration not stated)
  A: -25%	B: 4%	C: -8%	D: 14%	E: ?	F: 4%
Cc1cc(NS(=O)(=O)c2cn(C)c(C)n2)ccc1Br
  A: .	B: 26%	C: -1%	D: .	E: -6	F: .
Cc1cccc(COc2ccc(-c3cc(C(F)(F)F)n4nc(C)cc4n3)cc2)c1
  A: .	B: -3%	C: -6%	D: .	E: 22	F: .
COc1ccc(C(=O)N2CCCC(CNC(=O)c3ccccc3Cl)C2)o1 (configuration not stated)
  A: -5%	B: -12%	C: ?	D: 10%	E: 17	F: .
O=C(Cc1coc2cc(O)ccc12)NNC(=O)c1cccs1
  A: -9%	B: .	C: .	D: 4%	E: -12	F: .
C/C(=N\NC(=O)C1(C)NC(C)(C)Cc2ccccc21)c1ccccc1 (configuration not stated)
  A: 1%	B: -7%	C: .	D: 14%	E: -1	F: 4%
O=C(c1ccc(COc2c(F)c(F)cc(F)c2F)o1)N1CCN(c2ccccc2)CC1
  A: -19%	B: -12%	C: -15%	D: 3%	E: 7	F: -6%
CCOC(=O)c1ccccc1NC(=O)COC(=O)CCNS(=O)(=O)c1cccs1
  A: -5%	B: ?	C: 2%	D: 8%	E: -17	F: .
CCOC(=O)C(CCCCP(=O)(c1ccccc1)c1ccccc1)(NC(C)=O)C(=O)OCC
  A: 89%[activator]	B: -2%	C: 11%	D: 25%	E: -4	F: 3%
Cc1ccc(CN2CCN(/N=C/c3cccnc3)CC2)c(C)c1
  A: -3%	B: 3%	C: 9%	D: 3%	E: -27	F: -12%
O=C(COC(=O)c1ccc[nH]c1=O)NCC12CC3CC(CC(C3)C1)C2
  A: -14%	B: -21%	C: 1%	D: 10%	E: 25	F: .
COc1cccc(Cn2c(Oc3ccccc3)nc3c2c(=O)n(C)c(=O)n3C)c1
  A: 137%[activator]	B: ?	C: -24%	D: ?	E: -34	F: 2%
OCC[C@@H]1C[C@@H](O)[C@H](O)[C@]2(CCc3ccccc3O2)O1
  A: -8%	B: ?	C: -18%	D: 11%	E: -2	F: -1%
CCc1ccc(C2CC(c3ccccc3)n3ncnc3N2)cc1 (configuration not stated)
  A: 22%	B: -9%	C: 0%	D: -4%	E: 26	F: 3%
COc1ccccc1-n1nnnc1SCC(=O)NC1CC1
  A: 1%	B: 0%	C: -4%	D: ?	E: -34	F: .
O=C(CSc1nc2nn(-c3ccccc3)c(=O)c-2c2n1CCCCC2)NCCCc1ccccc1
  A: 92%[activator]	B: ?	C: -2%	D: ?	E: -5	F: 2%
COc1ccccc1CNC(=O)c1ccc(CS(=O)(=O)c2ccccc2)o1
  A: -12%	B: -7%	C: -35%	D: 6%	E: 19	F: 5%
CSCC[C@H](NC(=O)[C@@H]1Cc2ccccc2CN1)C(=O)Nc1cccc(C)c1
  A: -7%	B: 0%	C: 0%	D: 2%	E: -1	F: .
Nc1n[nH]c(-c2ccc([N+](=O)[O-])cc2[N+](=O)[O-])n1
  A: -24%	B: -9%	C: -6%	D: 26%	E: 18	F: -7%
Cc1ccc(CSc2nc3c(cc2C#N)CCC3)cc1
  A: -10%	B: -9%	C: 6%	D: 21%	E: 15	F: 7%
C[C@]12c3[nH]c4ccc(Cl)cc4c3CCN1C(=O)[C@@H](CC(=O)NCCCn1ccnc1)C[C@@H]2C(=O)N1CCOCC1
  A: 165%[activator]	B: .	C: .	D: -2%	E: -19	F: .
O=C(NCCOc1ccccc1F)c1cc([N+](=O)[O-])ccc1N1CCOCC1
  A: -6%	B: -14%	C: -5%	D: ?	E: 7	F: 13%
CC1CCCC(NC(=O)CN2C(=O)COc3ccccc32)C1C (configuration not stated)
  A: -7%	B: -1%	C: 8%	D: 3%	E: 0	F: -2%
Cn1cnnc1SCc1ccc(C(=O)n2ncc(C#N)c2N)cc1
  A: -17%	B: 7%	C: 2%	D: -2%	E: 5	F: -1%
Cn1c(CNC(=O)c2ccco2)nnc1SCC(=O)N1c2ccccc2Sc2ccccc21
  A: 13%	B: ?	C: 5%	D: 8%&-1%	E: 26	F: 0%
COCCn1c(SCC(=O)NCc2ccc3c(c2)OCO3)nc2ccccc2c1=O
  A: 4%	B: 1%	C: 0%	D: -11%	E: 13	F: -19%
CC(C)(C)NC(=O)CC1C[C@H](C(=O)N2CCOCC2)[C@@]2(CCC3CCCC3)c3[nH]c4ccccc4c3CCN2C1=O (some centres not stated)
  A: 233%[activator]	B: .	C: .	D: -47%	E: -3	F: .

Exported with values under each structure: part of the list above.
Below each compound: AmpC inh no detg | AmpC detergent | Sm TGR inh | HCV inh | HCMV antiviral | Giardia FBPA inh
> Nc1n[nH]c(-c2ccc([N+](=O)[O-])cc2[N+](=O)[O-])n1
→ -24% | -9% | -6% | 26% | 18 | -7%
> Cc1ccc(CSc2nc3c(cc2C#N)CCC3)cc1
→ -10% | -9% | 6% | 21% | 15 | 7%
> C[C@]12c3[nH]c4ccc(Cl)cc4c3CCN1C(=O)[C@@H](CC(=O)NCCCn1ccnc1)C[C@@H]2C(=O)N1CCOCC1
→ 165%[activator] | . | . | -2% | -19 | .

Of the compounds above, three contain a cyano group:
Short keys – A = AmpC inh no detg; B = AmpC detergent; C = Sm TGR inh; D = HCV inh; E = HCMV antiviral; F = Giardia FBPA inh
N#CCCSc1nc(N2CCOCC2)c2c(c1C#N)CCCC2
  A: -13%	B: -9%	C: 10%	D: ?	E: -34	F: -2%
Cc1ccc(CSc2nc3c(cc2C#N)CCC3)cc1
  A: -10%	B: -9%	C: 6%	D: 21%	E: 15	F: 7%
Cn1cnnc1SCc1ccc(C(=O)n2ncc(C#N)c2N)cc1
  A: -17%	B: 7%	C: 2%	D: -2%	E: 5	F: -1%

The list continues.
Short keys – A = AmpC inh no detg; B = AmpC detergent; C = Sm TGR inh; D = HCV inh; E = HCMV antiviral; F = Giardia FBPA inh
CCCCN(C(=O)c1cc(S(=O)(=O)N2CCOCC2)ccc1Cl)c1c(N)n(CC(C)C)c(=O)[nH]c1=O
  A: -20%	B: -9%	C: -2%	D: -15%	E: 81	F: .
OCCN1CN=C(Nc2nc3ccccc3s2)NC1
  A: -31%	B: 3%	C: -28%	D: -2%	E: 32	F: 6%
O=C(COC(=O)c1ccco1)NCCNC(=O)COC(=O)c1ccco1
  A: -11%	B: 5%	C: 2%	D: 30%	E: 10	F: .
Cc1c(Br)c(C(F)(F)F)nn1CC(=O)NCCCn1ccnc1
  A: -24%	B: ?	C: .	D: 14%	E: 0	F: 3%
CCOC(=O)C1CCN(c2nc3c(S(=O)(=O)c4ccccc4)nnn3c3ccsc23)CC1
  A: .	B: 20%	C: -1%	D: .	E: 0	F: .
O=C(/C=C/c1cccc([N+](=O)[O-])c1)Nc1ccccc1N1CCOCC1
  A: ?	B: -7%	C: -21%	D: -27%	E: -61*	F: -10%
CCc1ccc2c(c1)C1(NN=C(c3ccc(C)cc3)S1)C(=O)N2 (configuration not stated)
  A: -39%	B: -2%	C: -28%	D: 10µM*	E: -101*	F: 8%
Cc1ccc(CN2C(=NC(=O)CCC(=O)O)SC3CS(=O)(=O)CC32)cc1 (configuration not stated)
  A: -10%	B: 2%	C: -3%	D: 9%	E: -32	F: 5%
COc1ccc(N2CCN(c3ccc(NC(=O)/C=C\C(=O)O)cc3)CC2)cc1
  A: -14%	B: ?	C: -2%	D: -3%	E: -10	F: -12%
COc1ccc(NC(=O)NCc2cccnc2)cc1OC
  A: -9%	B: -10%	C: -2%	D: 21%	E: -15	F: -2%
CCC(Oc1ccccc1)C(=O)O/N=C(\N)c1ccc(OC)c(OC)c1 (configuration not stated)
  A: 85%[activator]	B: -14%	C: -4%	D: ?	E: -17	F: 3%
O=S(=O)(NC1CC1)c1ccc(S(=O)(=O)N2CCN3CCCC3C2)cc1 (configuration not stated)
  A: -1%	B: -3%	C: 29%[11.4 µM]	D: 10%	E: 3	F: 4%
O=C(COC(=O)C12CC3CC(CC(O)(C3)C1)C2)NC12CC3CC(CC(C3)C1)C2
  A: 82%[activator]	B: ?	C: 1%	D: 11%	E: 1	F: 0%
FC(F)Oc1ccc(NC(=S)NCc2nc3ccccc3[nH]2)cc1
  A: -7%[2.29 µM]	B: -9%	C: -8%	D: -9%	E: -39	F: 3%
Cc1ccc(NC(=O)NNC(=O)c2sccc2-n2cccc2)cc1
  A: -55%	B: -8%	C: 0%	D: -20%	E: -19	F: 5%
CC(=O)Nc1ccc(S(=O)(=O)Nc2ccc(-c3ccc4nnc(C)n4n3)cc2)cc1
  A: 18%	B: -3%	C: 1%	D: -17%	E: 45	F: 4%
COC(=O)c1sc2nc(SCc3ccccc3C)n(N)c(=O)c2c1C
  A: -10%	B: -14%	C: -7%	D: ?	E: -26	F: 2%
CC(C)[C@H](NC(=O)c1ccc(Cl)c([N+](=O)[O-])c1)C(=O)NCc1ccc(Cl)cc1Cl
  A: -54%	B: 5%	C: 5%	D: ?	E: -1	F: 1%
COc1ccc(CNC(=O)c2cc3cccc(OC)c3oc2=N)cc1
  A: -13%	B: -10%	C: 1%	D: .	E: 0	F: -8%
N#Cc1c(N)c(C(=O)c2ccc(Cl)cc2)n2c1CCC2
  A: -16%	B: ?	C: 5%	D: 15%	E: -27	F: 7%
CCC1CCCCN1CCCNC(=O)Cn1nc(-c2ccccc2)ccc1=O (configuration not stated)
  A: -17%	B: -3%	C: 5%	D: 6%	E: -28	F: 4%
CC(=O)N1CCc2cc(N=NC3=C(O)CCCC3=O)ccc21
  A: -28%	B: 3%	C: ?	D: -1%	E: 12	F: -8%
CC(=O)NCCc1nc2ccccc2n1CCOc1cccc(C)c1
  A: 104%[activator]	B: -1%	C: 6%	D: 18%	E: -29	F: 0%
Cc1ccccc1-c1nc(CS(=O)(=O)CC(=O)N2CCOCC2)c(C)o1
  A: 30%	B: 2%	C: 16µM*	D: -2%	E: -15	F: 8%
COc1ccc(NC(=O)c2cc3ccccc3o2)cc1S(=O)(=O)N1CCCCC1
  A: -41%	B: .	C: .	D: ?	E: -30	F: .
CCCCC(CC)C(=O)Nc1cc(C(=O)NCc2ccc(C)cc2)ccc1N1CCC2(CC1)CC(c1ccccc1)=NO2 (configuration not stated)
  A: -33%	B: ?	C: 16%	D: -8%	E: 22	F: 8%
Cc1nnc(SCc2cc(=O)n3[nH]cnc3n2)s1
  A: ?	B: -1%	C: 1%	D: 14%&10%	E: 24	F: 10%
Cc1ccsc1CN(C(=O)COc1ccc(Br)cc1)C1CCS(=O)(=O)C1 (configuration not stated)
  A: .	B: 12%	C: -1%	D: .	E: 9	F: .

High-throughput results from PubChem.
